Compound activity (PubChem BioAssay)
NTR1 ag: agonists of NTR1, primary screen, imaging, U2OS cells, beta-arrestin-GFP, high content (AID 493036); Neurotensin receptor type 1 (Homo sapiens), P30989; activation, % at 20 µM; NTR1-U2OS beta-arrestin-GFP spot imaging, agonist mode; 0.17% of 330,000 active;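 active means activation at or above 40% of the spot to cytoplasm intensity ratio, with at least 20 cells analyzed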;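 further: 0% = DMSO without peptide and 100% = 100 nM NTR1 peptide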
Target sequence (P30989 whole entry, looked up): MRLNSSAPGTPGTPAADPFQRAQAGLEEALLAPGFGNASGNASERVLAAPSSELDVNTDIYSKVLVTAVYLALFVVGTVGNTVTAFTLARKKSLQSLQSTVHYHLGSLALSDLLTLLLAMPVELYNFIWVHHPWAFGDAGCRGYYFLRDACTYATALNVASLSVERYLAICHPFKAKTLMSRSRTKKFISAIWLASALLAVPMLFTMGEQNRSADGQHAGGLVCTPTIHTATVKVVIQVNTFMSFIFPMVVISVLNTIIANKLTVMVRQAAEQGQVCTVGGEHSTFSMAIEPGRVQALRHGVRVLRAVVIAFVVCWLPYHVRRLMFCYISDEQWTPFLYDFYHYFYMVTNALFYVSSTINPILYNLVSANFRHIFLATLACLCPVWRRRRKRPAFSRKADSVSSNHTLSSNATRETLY
GPR55 beta-arrestin: GPR55 agonists via beta-arrestin recruitment, primary screen, imaging, U2OS cells, beta-arrestin-GFP redistribution (AID 1961); activation, % at 10 µM; hits with a dose series show EC50 in µM; U2OS GPR55 beta-arrestin-GFP redistribution imaging; higher % means a stronger effect; 0.048% of 290,000 active;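 active means activation above 40% with more than 50 cells counted in the well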;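 further: U2OS osteosarcoma cells stably expressing GPR55 and beta-arrestin-GFP; plate controls were DMSO negative control for no effect and LPI positive control for full effect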
UTI89 phage lysis: inhibition of K1F phage lysis, E. coli UTI89, bacterial capsule biogenesis inhibitors, alamar blue (AID 488966); E. coli UTI89 K1F phage lysis, alamar blue, 2 h; higher % means a stronger effect; inhibition, % at 100 µM, or IC50 in µM where a hit was titrated; 0.02% of 340,000 active;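 active means phage lysis inhibition, versus mean bacterial control, above a set limit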;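 further: capsule biogenesis inhibitors block K1F phage lysis so surviving cells raise fluorescence; higher fluorescence means more inhibition of phage lysis; actives were called in the ten point dose series up to 300 µM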
Rac1 GTP hydrolysis: MgcRacGAP GTPase-activating activity inhibitors, confirmation, biochemical, ADP Hunter fluorescence. Rac GTPase-activating protein 1 (Homo sapiens). inhibition, % at 30 µM, or IC50 in µM where a hit was titrated. MgcRacGAP-stimulated Rac1 GTP hydrolysis, ADP Hunter fluorescence; higher % means a stronger effect; GST-tagged Rac1 F28L mutant substrate. 0.6% of 340,000 active. AID 624330, 2012;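 active means first-screen hits whose inhibition reached a set limit at any dose in the follow-up dose series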;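 further: fluorescence reports GDP produced by GAP-driven GTP hydrolysis; strong numbers were not always called active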
KOR beta-arrestin-1: KOR agonists, beta-arrestin recruitment, primary screen, cell-based, luminescence, uHTS (AID 1777); Kappa-type opioid receptor (Homo sapiens); KOR beta-arrestin recruitment, luminescence; higher % means a stronger effect; one-dose activation, % at 10 µM; EC50 in µM for titrated hits; 0.02% of 280,000 active; in the data active means activation above about 50%, passing the limit was not always enough; further: a part of the inactive calls stands beside numbers as strong as those of hits
KOR beta-arrestin-2: KOR antagonists, beta-arrestin recruitment, cell-based, luminescence, uHTS (AID 1778). KOR beta-arrestin recruitment, luminescence, antagonist mode; higher % means a stronger effect. 0.091% of 290,000 active. one-dose inhibition, % at 10 µM; IC50 in µM for titrated hits; in the data active means inhibition above about 50%; further: strong numbers were not always called active
GPR55 antagonists: GPR55 antagonists blocking LPI-driven arrestin recruitment, primary screen, imaging, U2OS, beta-arrestin-GFP, LPI agonist (AID 2013). 0.13% of 290,000 active. U2OS GPR55 beta-arrestin-GFP translocation imaging, LPI antagonism; higher % means a stronger effect. one-dose inhibition, % at 10 µM; IC50 in µM for titrated hits. G-protein coupled receptor 55 (Homo sapiens);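 active means spots per cell inhibited over 60%, with over 100 cells counted and total cytoplasm intensity under 500,000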;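 further: U2OS cells stably carrying GPR55 and arrestin-GFP stimulated by 5 µM LPI near EC80; imaged beta-arrestin-GFP aggregate spots per cell after agonist stimulation; plate controls were LPI-stimulated DMSO wells for no effect and DMSO wells without LPI for full effect; some results filed as inactive read as strong as hits; confirmed hits need IC50 under 10 µM and bright autofluorescent wells are also inconclusive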
GPR35 arrestin U2OS: GPR35 antagonists blocking zaprinast-driven arrestin recruitment, primary screen, imaging, U2OS, beta-arrestin-GFP, zaprinast agonist (AID 2058) | G-protein coupled receptor 35 (Homo sapiens) | U2OS GPR35 beta-arrestin-GFP translocation imaging, zaprinast antagonism; higher % means a stronger effect | one-dose inhibition, % at 10 µM; IC50 in µM for titrated hits | 0.052% of 290,000 active;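 active means inhibition of at least 50% with at least 30 cells and total cytoplasm GFP at most 10,000,000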
NOD1 NF-kB reporter: NOD1 signaling inhibitors, primary screen, cell-based, luminescence, uHTS (AID 1578); NOD1-driven NF-kB luciferase reporter cells, luminescence; higher % means a stronger effect; one-dose inhibition, % at 4 µM; EC50 in µM for titrated hits; 1% of 290,000 active; in the data active means inhibition mostly above about 36%, no sharp cut-off; inactive means mostly below about 34%;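 further: HEK-293T reporter cells stimulated with the NOD1 agonist gamma-tri-DAP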
NTR1 ag cell count 20 µM: also measured in NTR1 ag; calls as there; cell count; measured here: cell count, cytotoxicity flag
An asterisk follows results filed as active; . = no result given; [ ] = remark or other dose. Not all compounds are listed (hit frequency here may not be typical).

SMILES	NTR1 ag	NTR1 ag cell count 20 µM	GPR55 beta-arrestin	UTI89 phage lysis	Rac1 GTP hydrolysis	KOR beta-arrestin-1	KOR beta-arrestin-2	GPR55 antagonists	GPR35 arrestin U2OS	NOD1 NF-kB reporter
CCOc1cccc2sc(N(CCN(CC)CC)C(=O)c3ccc(S(=O)(=O)N4CCCCC4)cc3)nc12	-1.0	89	0.6%	0.2%	6%	8.9%	-10%	-4%	-4%	-31%
O=S(=O)(c1ccc(F)cc1)N1CCN(Cc2ccccc2C(F)(F)F)CC1	1.7	67	-0.5%	0.1%	17%	0.5%	-23%	12%	0%	-26%
COc1cc(C2CC(=O)N(CC(=O)NCc3ccco3)c3ccccc3S2)cc(OC)c1OC (stereo not given)	2.0	58	-0.1%	6.0%	8%	-1.4%	-7%	10%	7%	-23%
Cn1cccc1Cc1nnc(SCC(=O)Nc2nccs2)n1C	0.7	53	0.2%	0.1%	1%	-0.8%	-32%	-4%	-13%	-1%
NC(=O)c1cc(S(=O)(=O)N2CCCC2)ccc1OCc1ccc(F)cc1	2.4	46	0.3%	-0.3%	4%	-0.1%	-9%	3%	1%	1%
Cc1ccc(-n2c(-c3cc(C)n(C)n3)n[nH]c2=S)cc1	-2.1	65	0.0%	2.4%	7%	3.3%	11%	1%	-9%	39%
Cc1nc2c(cnn2-c2ccccc2)c(=O)n1/N=C/c1ccccc1	1.0	40	0.6%	0.3%	10%	-0.6%	22%	-8%	16%	0%
CCN(CC)c1ccc(C(=O)OCC(=O)N(C)Cc2ccccc2)cc1	1.0	45	-0.6%	1.6%	6%	-4.5%	13%	4%	15%	-1%
O=C(/C=N/O)NCCCn1ccnc1	-6.2	90	-0.2%	1.3%	8%	4.7%	.	-15%	0%	14%
CCCCNC(=O)CCC(=O)NNc1nc2ccccc2c2nc(-c3ccccc3)nn12	1.8	52	-0.3%	1.1%[50 µM]	7%	1.0%	-14%	6%	5%	-9%
CCCCC(=O)OCCNC(=O)c1cc2ccccc2oc1=O	-0.7	44	-0.1%	-0.1%	-6%	-2.7%	14%	8%	-2%	2%
COc1ccc(-c2[nH]ncc2CN(C)Cc2cc(C)[nH]n2)c(F)c1	0.1	61	-0.1%	0.7%	7%	.	-5%[20 µM]	-5%	-1%	-60%
CCCCOc1cccc(C2C(C(=O)c3cccs3)=C(O)C(=O)N2Cc2cccnc2)c1 (stereo not given)	-0.3	47	-0.1%	-0.6%	-9%	-3.3%	4%	4%	24%	-17%
Cc1ccc(S(=O)(=O)N2CC(=NN=C(N)N)C2)cc1	-1.0	49	-0.2%	-0.1%	5%	-0.9%	-4%	0%	3%	-9%
Cc1ccc(C(NC(=O)N2CCCCC2)=C(Cl)Cl)cc1F	1.1	78	0.0%	-0.1%	-1%	0.9%	3%	-2%	4%	74%*
O=C(c1ccc(-n2cccc2)cc1)N1CCCCC1	-3.0	78	0.1%	0.3%	2%	14%	-25%	6%	1%	11%
COc1ccc(-n2c(=S)[nH]c3ncccc3c2=O)cc1	3.2	69	1.6%	-0.1%	1%	1.6%	-10%	11%	-6%	2%
CCCn1nnnc1NC(=O)c1cc(Cl)ccc1Cl	2.8	41	0.1%	2.6%[50 µM]	2%	4.8%	-10%	-1%	9%	-25%
CCOc1ccc(C2NC(=O)NC(c3ccccc3)=C2C(C)=O)cc1OC (stereo not given)	0.8	47	-0.1%	-0.1%	12%	1.3%	-15%	12%	17%	15%
COc1ccccc1CCNC(=O)Nc1cccc([N+](=O)[O-])c1	2.8	38	-0.2%	-0.6%	-6%	-7.4%	-8%	2%	-16%	-5%
Cn1c(NCc2ccc(Cl)cc2)nc2ccccc21	0.4	87	-0.3%	0.7%	6%	-0.7%	-15%	-10%	-6%	-9%
O=C(NC1=NCCS1)c1cccc(OC(F)F)c1	-0.2	44	0.2%	-0.2%	5%	-2.5%	4%	-9%	-16%	-62%
CC(C)Oc1cccc(C(=O)Nc2ccc(CN3CCOCC3)cc2)c1	-1.1	57	-0.3%	5.8%	6%	-5.5%	44%	11%	-5%	-15%
Cc1ccsc1/C=N/N1CCOCC1	1.4	71	-0.7%	-0.5%	0%	-0.9%	8%	14%	-5%	-33%
O=C(NCc1ccccn1)c1ccc(Cl)c(S(=O)(=O)N2CCOCC2)c1	2.5	50	0.4%	0.0%	6%	-2.2%	-5%	13%	6%	-29%
SMILES	NTR1 ag	NTR1 ag cell count 20 µM	GPR55 beta-arrestin	UTI89 phage lysis	Rac1 GTP hydrolysis	KOR beta-arrestin-1	KOR beta-arrestin-2	GPR55 antagonists	GPR35 arrestin U2OS	NOD1 NF-kB reporter
Cc1ccccc1/C=C\c1nc(O)c([N+](=O)[O-])c(=O)[nH]1	0.5	99	-0.1%	0.2%	5%	-0.4%	38%	-3%	0%	6%
CC(C)(C)c1cc(C(C)(C)C)cc(S(=O)(=O)CCc2ccccn2)c1	2.7	52	-0.1%	3.3%	5%	98%	10%	10%	5%	-8%
CCn1nnnc1SCC(=O)Nc1ccc(OCc2ccccc2)cc1	-4.9	82	-0.1%	-1.2%	-3%	-5.0%	39%	2%	-7%	-17%
O=C(Nc1nnc(C2=COCCO2)o1)c1cccc(F)c1	-0.7	63	0.0%	1.2%[50 µM]	7%	-4.3%	0%	14%	-7%	-18%
CC(C)(C)c1ccc(-c2conc2N)cc1	5.5	62	-0.1%	4.9%	-2%	-2.6%	31%	-12%	-17%	-60%
Cc1cc(C)cc(C(=O)NC(CC(N)=O)c2ccc(N3CCC(Cc4ccccc4)CC3)c([N+](=O)[O-])c2)c1 (stereo not given)	-3.1	101	0.2%	-0.9%	7%	-4.1%	-2%[20 µM]	2%	-10%	-24%
O=C(Cn1c(=O)c2cccn2c2cccnc21)NCCCN1CCN(c2ccc(F)cc2)CC1	-0.8	72	0.0%	0.3%	5%	0.5%	-19%	13%	1%	0%
COc1ccc(C2(O)C(=O)Nc3ccc(C)cc32)cc1 (stereo not given)	0.2	63	0.0%	0.2%	8%	-3.6%	-1%	57%	8%	-3%
Cc1ccc(N2C(=O)C3CCC(c4ccccc4)CC3C2=O)cc1 (stereo not given)	1.1	47	0.3%	0.4%[50 µM]	4%	-1.0%	-26%	17%	-3%	-30%
NC(=S)NC1CC2C=CC1C2 (stereo not given)	0.6	50	0.0%	0.5%	10%	1.1%	4%	6%	3%	-12%
CCOc1ccc(S(=O)(=O)Nc2cccc(N(C)S(C)(=O)=O)c2)cc1	0.3	52	-0.2%	0.2%	0%	6.1%	-12%	9%	-7%	31%
Cn1c(SCC(=O)N2CCCC2)nc2ccccc2c1=O	0.2	77	1.2%	1.4%	10%	1.8%	-27%	11%	7%	0%
CN1CCN(NC(=O)c2cc(-c3ccc(Br)s3)nc3ccccc23)CC1	-0.8	58	-0.2%	8.2%	10%	0.8%	6%	4%	11%	-48%
COc1cccc(C(=O)Nc2c(F)c(F)c(F)c(F)c2F)c1	-0.2	84	-0.2%	0.3%	10%	-0.7%	9%	-5%	-4%	-17%
Cc1cccc(OCc2nnc(N)s2)c1C	-1.5	36	1.0%	-0.4%	4%	-0.3%	3%	12%	15%	4%
Cc1ccc(N2CC(C(=O)Nc3ccc4c(c3)OCO4)CC2=O)cc1C (stereo not given)	0.7	45	0.7%	2.6%	4%	-0.3%	-13%	3%	9%	8%
COc1ccccc1NC(=O)CS(=O)(=O)c1cn(CC(=O)N2CCCC2)c2ccccc12	-0.5	58	0.4%	1.7%[50 µM]	-4%	-5.6%	25%	-16%	22%	1%
COC(=O)N1C(=O)[C@@](c2ccc(OC)cc2)(C(C)C)N1C(=O)OC	-0.7	99	0.7%	-0.6%	12%	-4.5%	2%[20 µM]	6%	-1%	-9%
CC(C)C(NS(=O)(=O)c1ccccc1)C(=O)N1CCCCCC1 (stereo not given)	-0.2	67	0.0%	0.7%	7%	-4.2%	16%	0%	-7%	-4%
O=C(NCCc1ccccc1)C1CCN(S(=O)(=O)c2ccc(-n3cnnn3)cc2)CC1	-0.8	48	0.2%	0.4%	10%	.	24%	2%	2%	-25%
COCCSc1nnc(NC(=O)Cc2ccc(OC)cc2)s1	0.5	48	-0.1%	-1.1%	-2%	-0.5%	3%[20 µM]	1%	-6%	-20%
O=C(NCc1ccncc1)C(=O)N/N=C/c1ccccn1	2.0	38	0.2%	0.3%	0%	.	1%	5%	3%	-18%
O=C(Nc1ccccn1)N1CCOCC1	1.4	70	1.1%	0.3%	10%	1.1%	17%	11%	-10%	-28%
O=C(NCc1ccccn1)c1ccc(Cn2c(=S)[nH]c3ccccc3c2=O)cc1	0.0	77	0.6%	0.2%	5%	-4.3%	-15%	4%	-2%	-18%
O=C(O)c1cn(Cc2ccccn2)c(=O)c2ccccc12	0.0	70	0.7%	0.2%	11%	5.2%	-24%	3%	6%	-48%

An excerpt of these results, with two lines to a compound.
Second line of a record – NTR1 ag, NTR1 ag cell count 20 µM, GPR55 beta-arrestin, UTI89 phage lysis, Rac1 GTP hydrolysis, KOR beta-arrestin-1, KOR beta-arrestin-2, GPR55 antagonists, GPR35 arrestin U2OS, NOD1 NF-kB reporter
- O=C(NCc1ccncc1)C(=O)N/N=C/c1ccccn1
  2.0, 38, 0.2%, 0.3%, 0%, ., 1%, 5%, 3%, -18%
- COc1ccccc1NC(=O)CS(=O)(=O)c1cn(CC(=O)N2CCCC2)c2ccccc12
  -0.5, 58, 0.4%, 1.7%[50 µM], -4%, -5.6%, 25%, -16%, 22%, 1%
- O=C(NC1=NCCS1)c1cccc(OC(F)F)c1
  -0.2, 44, 0.2%, -0.2%, 5%, -2.5%, 4%, -9%, -16%, -62%
- Cc1cc(C)cc(C(=O)NC(CC(N)=O)c2ccc(N3CCC(Cc4ccccc4)CC3)c([N+](=O)[O-])c2)c1 (stereo not given)
  -3.1, 101, 0.2%, -0.9%, 7%, -4.1%, -2%[20 µM], 2%, -10%, -24%
- COc1ccccc1CCNC(=O)Nc1cccc([N+](=O)[O-])c1
  2.8, 38, -0.2%, -0.6%, -6%, -7.4%, -8%, 2%, -16%, -5%
- CCOc1ccc(S(=O)(=O)Nc2cccc(N(C)S(C)(=O)=O)c2)cc1
  0.3, 52, -0.2%, 0.2%, 0%, 6.1%, -12%, 9%, -7%, 31%
